G9a inh = qHTS Assay for Inhibitors of Histone Lysine Methyltransferase G9a. Potency, µM (top dose mostly 102 µM), for inactives: at the highest dose activity, negative = inhibition, actives largely listed as inhibitors. Histone-lysine N-methyltransferase EHMT2 (Homo sapiens), Q96KQ7. 8.8% of 350,000 active. AID 504332, 2011. G9a H3K9 monomethylation, AlphaScreen, 2 h; also: % is scaled to controls: 0 for no effect and ±100 for the full control effect; nearly all actives have a fitted effect of over 75% in size
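Chemiluminescent proximity detection of H3K9 monomethylation, read after 10 min bead incubation in the dark. Reaction: 20 nM G9a, 500 nM biotin-H3K9 peptide, 20 uM SAM cofactor, 2 h, room temperature, following 15 min enzyme-compound preincubation.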
APEX1 inh = qHTS Assay for Inhibitors of the Human Apurinic/apyrimidinic Endonuclease 1 (APE1) | DNA repair nuclease/redox regulator APEX1 (Homo sapiens), P27695 | recombinant APE1, TAMRA/BHQ-2 abasic DNA cleavage fluorescence | Potency, µM (series often up to 65.8 µM), for the others: at the highest dose activity change, negative = inhibition, most hits filed as inhibitors | 0.35% of 350,000 active | AID 2517, 2012;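 also: plate controls were vehicle for no effect and reference inhibitor for full effect; nearly all actives have a fitted effect of over 55% in size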
Target sequence (P27695 whole entry, looked up): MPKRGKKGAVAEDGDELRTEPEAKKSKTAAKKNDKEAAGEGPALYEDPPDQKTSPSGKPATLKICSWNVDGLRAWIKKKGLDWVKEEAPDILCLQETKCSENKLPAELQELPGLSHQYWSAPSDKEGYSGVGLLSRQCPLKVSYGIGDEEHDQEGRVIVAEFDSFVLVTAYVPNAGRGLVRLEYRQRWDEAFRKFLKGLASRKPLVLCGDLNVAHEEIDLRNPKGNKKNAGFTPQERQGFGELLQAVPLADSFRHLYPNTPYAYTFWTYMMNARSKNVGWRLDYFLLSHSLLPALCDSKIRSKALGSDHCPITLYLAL
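Endonuclease cleavage of a quenched abasic-site DNA duplex (50 nM) by APE1 (0.75 nM) was tracked by TAMRA dequenching. Compounds were preincubated with enzyme 15 min at room temperature; data normalized to buffer-only and DMSO wells plus NSC13755 control.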
POLH inh = qHTS for Inhibitors of Polymerase Eta; DNA polymerase eta (Homo sapiens), Q9Y253; recombinant Pol eta, fluorescent DNA replication assay; Potency, µM (titrated, usually from 114 µM), for inactives: top-dose activity change, negative = inhibition, hits mostly inhibitors; 1.2% of 390,000 active; also: % is scaled to controls: 0 for no effect and ±100 for the full control effect
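Pol eta at 10 nM preincubated with compounds 15 min at room temperature; reaction started with fluorescent substrate (50 nM final) and read kinetically at 0 and 10 min.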
BAZ2B inh = qHTS Assay for Inhibitors of BAZ2B | AlphaScreen BAZ2B-H3K14Ac peptide displacement | 4.4% of 360,000 active | AID 504333, 2011 | Potency, µM (series often up to 114 µM), for inactives: at the highest dose activity change, negative = inhibition, hits mostly inhibitors; also: % is scaled to controls: 0 for no effect and ±100 for the full control effect; nearly all actives have a fitted effect of over 60% in size
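Complex of BAZ2B and biotin-H3K14Ac (50 nM apiece) forms over 30 min at RT, then faces library compounds up to 110 uM for another 30 min; AlphaScreen beads added, 20 min dark incubation, luminescence read.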
BLM helicase inh = qHTS Assay for Inhibitors of Bloom's syndrome helicase (BLM) | 0.2% of 350,000 active | Potency, µM (highest dose often 56.1 µM), for the others: top-dose activity change, negative = inhibition, usual class: inhibitors | recombinant BLM DNA unwinding, fluorescence dequenching;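 also: plate controls were vehicle for no effect and no enzyme for full effect; nearly all actives have a fitted effect of over 35% in size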
Pol kappa inh = qHTS for Inhibitors of Polymerase Kappa. 0.53% of 400,000 active. Potency, µM (titrated, usually from 107 µM), inactives show top-dose activity, negative = inhibition, usual class: inhibitors. purified Pol kappa, fluorescent DNA synthesis assay, 10 min; also: % is scaled to controls: 0 for no effect and ±100 for the full control effect
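Enzyme at 10 nM met test compounds for 15 min at room temperature. Substrate addition (50 nM final) began the reaction, which was monitored by fluorescence at 0 and 10 min.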
Apoferritin bind = qHTS Assay for Identification of Novel General Anesthetics; AID 485281, 2010; apoferritin/1-aminoanthracene competitive binding, fluorescence; 0.074% of 350,000 active; Ferritin light chain (Equus caballus), P02791; Potency, µM (highest dose often 77.5 µM), for the others: at the highest dose activity change, negative = displacement, usual class: inhibitors; also: % is scaled to controls: 0 for no effect and ±100 for the full control effect; nearly all actives have a fitted effect of over 20% in size
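Horse-spleen apoferritin (10 uM) was mixed with 50% saturated 1-aminoanthracene in PBS, exposed to compounds for 10 min at room temperature, and read for fluorescence (ex 380 nm, em 535 nm). Competitive displacement was fitted with a four-parameter Hill equation.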
POLB inh = qHTS Assay for Inhibitors of DNA Polymerase Beta; AID 485314, 2010; P06746; 1.3% of 340,000 active; Pol beta primer extension/strand displacement, fluorescence kinetic; Potency, µM (titrated, usually from 114 µM), for inactives: top-dose activity change, negative = inhibition, hits mostly inhibitors; also: % is scaled to controls: 0 for no effect and ±100 for the full control effect
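Reaction started by 50 nM substrate onto compound-treated Pol beta (10 nM, 15 min preincubation, room temperature); plates read at 0 min and 10 min. Normalized concentration-effect data fitted by four-parameter Hill equation.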
POLI inh = qHTS for Inhibitors of Polymerase Iota | DNA polymerase iota (Homo sapiens), Q9UNA4 | Pol iota fluorescent replication assay, 10 min | Potency, µM (doses to about 115 µM), for inactives: top-dose activity, negative = inhibition, most hits filed as inhibitors | 1% of 390,000 active
Target sequence (Q9UNA4 whole entry, looked up): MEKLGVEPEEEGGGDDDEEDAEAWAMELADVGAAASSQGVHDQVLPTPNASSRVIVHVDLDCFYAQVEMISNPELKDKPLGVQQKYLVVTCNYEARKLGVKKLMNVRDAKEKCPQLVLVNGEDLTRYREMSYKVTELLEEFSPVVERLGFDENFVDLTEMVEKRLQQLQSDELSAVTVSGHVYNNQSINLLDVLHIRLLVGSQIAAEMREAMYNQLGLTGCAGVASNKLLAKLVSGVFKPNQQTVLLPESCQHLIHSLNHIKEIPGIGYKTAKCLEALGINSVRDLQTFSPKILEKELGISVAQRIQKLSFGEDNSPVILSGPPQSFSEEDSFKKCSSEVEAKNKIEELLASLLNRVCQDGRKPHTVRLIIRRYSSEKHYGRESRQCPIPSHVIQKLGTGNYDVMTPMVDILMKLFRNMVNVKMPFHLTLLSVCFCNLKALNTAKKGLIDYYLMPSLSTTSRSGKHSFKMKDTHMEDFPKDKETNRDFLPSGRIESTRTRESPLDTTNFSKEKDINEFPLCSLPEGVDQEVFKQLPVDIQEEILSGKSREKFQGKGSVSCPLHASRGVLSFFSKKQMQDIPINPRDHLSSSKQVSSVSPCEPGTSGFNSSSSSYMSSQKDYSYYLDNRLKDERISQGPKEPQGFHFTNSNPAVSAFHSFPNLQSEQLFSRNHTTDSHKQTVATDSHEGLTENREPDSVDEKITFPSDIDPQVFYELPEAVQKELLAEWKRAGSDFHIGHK
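Pol iota at 10 nM preincubated 15 min with compounds at room temperature; reaction started with fluorescent substrate, 50 nM final. Fluorescence read kinetically at 0 and 10 min; buffer-only wells as negative control.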
Numbers without * were called inactive; ? = inconclusive; · = no result given; [ ] = another dose, or the depositor's remark. Calls follow the shape of the dose curve; as a rule, active = well fitted curve in the direction sought with a large enough effect; inconclusive = small, poorly fitted or top-dose-only effect, or another doubt; inactive = no such curve, though single readings can be large; an effect the other way counts as inactive or inconclusive. Potency is read from the fitted curve at half-maximal effect. Only part of the results is shown, so the mix of outcomes need not match the whole.

SMILES | G9a inh | APEX1 inh | POLH inh | BAZ2B inh | BLM helicase inh | Pol kappa inh | Apoferritin bind | POLB inh | POLI inh
OC(CNCCc1ccc(C(F)(F)F)cc1)COc1ccc2ccccc2c1 (stereo unspecified) | -43%[59 µM] | -2% | -26% | -18% | -1% | -15% | ? | 0% | 11%
CC(CCc1ccccc1)NC(=O)C1CCN(S(=O)(=O)N2CCCCC2)CC1 (stereo unspecified) | 24%[2.33 µM] | -2% | -9% | 6% | -1% | -8% | -12% | 45% | -1%
Cc1cc(C)c2nc(N3C(=O)C(O)=C(C(=O)c4ccco4)C3c3cccc(O)c3)sc2c1 (stereo unspecified) | -48%[2.33 µM] | -17% | ? | ? | · | -20% | · | · | ?
COc1ccccc1CN1CC(C(=O)NCc2nccn2C)CCC1=O (stereo unspecified) | -10%[0.501 µM] | 2% | -18% | -12% | -3% | -37% | -6% | 7% | 50%[activator]
O=C1CN(C(=O)c2ccccc2)c2ccccc2N1 | 6%[59 µM] | 13% | -3% | 5% | 0% | -3% | 7% | 16% | 3%
COc1ccc(CCNC(=O)c2cc(-c3ccccc3)nc3ccccc23)cc1OC | -34%[59 µM] | · | -7% | -4% | -6% | 0% | -2% | -5% | -2%
CCOC(=O)C1CCN(Cc2ccc(OCc3ccccc3)c(OC)c2)CC1 | 50µM* | 8% | -10% | -32% | -5% | -1% | -6% | 0% | 47%[activator]
c1ccc2sc(NC3=NCN(CC4CCCO4)CN3)nc2c1 (stereo unspecified) | -2% | 12% | -18% | -5% | -1% | -5% | -9% | 48%[activator] | 74%[activator]
Cc1c(C(=O)C(=O)N2CCN(C)CC2)c2ccccc2n1C | 5% | 3% | 5% | -3% | 4% | -10% | -3% | -2% | 147%[activator]
Cc1ccc(C(=O)CN(CCC(=O)O)S(=O)(=O)c2ccc([N+](=O)[O-])cc2)cc1 | 12%[2.33 µM] | 24% | -8% | -6% | · | -8% | · | · | ?
CCN(c1ccccc1)S(=O)(=O)c1ccc(C(=O)NCC(=O)Nc2ccc(F)c(F)c2F)cc1 | · | 9% | -13% | · | · | 8% | · | · | -2%
Cc1c(C(=O)N2CCCCCC2)oc2ccccc12 | 4%[12.7 µM] | -1% | -10% | -5% | -1% | -11% | ? | 10% | 0%
Cc1ccc([N+](=O)[O-])cc1NC(=O)CSc1nncc2ccccc12 | -29% | 23% | -3% | ? | -1% | 2% | -6% | 3% | ?
O=C1Cc2cc(NS(=O)(=O)c3ccc(F)cc3)cc3c2N1CCC3 | 13%[2.33 µM] | 13% | 3% | 5% | · | -4% | · | · | 29%
O=C(O)CN(CCc1ccccc1)S(=O)(=O)c1ccccc1 | 12% | -5% | -8% | -7% | -3% | -1% | -3% | 39% | -1%

In another format: results already given.
Molecule,G9a inh,APEX1 inh,POLH inh,BAZ2B inh,BLM helicase inh,Pol kappa inh,Apoferritin bind,POLB inh,POLI inh
c1ccc2sc(NC3=NCN(CC4CCCO4)CN3)nc2c1 (stereo unspecified),-2%,12%,-18%,-5%,-1%,-5%,-9%,48%[activator],74%[activator]
Cc1c(C(=O)C(=O)N2CCN(C)CC2)c2ccccc2n1C,5%,3%,5%,-3%,4%,-10%,-3%,-2%,147%[activator]
Cc1ccc(C(=O)CN(CCC(=O)O)S(=O)(=O)c2ccc([N+](=O)[O-])cc2)cc1,12%[2.33 µM],24%,-8%,-6%,·,-8%,·,·,?
CCN(c1ccccc1)S(=O)(=O)c1ccc(C(=O)NCC(=O)Nc2ccc(F)c(F)c2F)cc1,·,9%,-13%,·,·,8%,·,·,-2%
Cc1c(C(=O)N2CCCCCC2)oc2ccccc12,4%[12.7 µM],-1%,-10%,-5%,-1%,-11%,?,10%,0%
Cc1ccc([N+](=O)[O-])cc1NC(=O)CSc1nncc2ccccc12,-29%,23%,-3%,?,-1%,2%,-6%,3%,?
O=C1Cc2cc(NS(=O)(=O)c3ccc(F)cc3)cc3c2N1CCC3,13%[2.33 µM],13%,3%,5%,·,-4%,·,·,29%
O=C(O)CN(CCc1ccccc1)S(=O)(=O)c1ccccc1,12%,-5%,-8%,-7%,-3%,-1%,-3%,39%,-1%

(listing goes on)
SMILES | G9a inh | APEX1 inh | POLH inh | BAZ2B inh | BLM helicase inh | Pol kappa inh | Apoferritin bind | POLB inh | POLI inh
Cc1ccccc1-c1nnn(Cc2cccc(S(=O)(=O)N3CCOCC3)c2)n1 | -7%[12.7 µM] | -17% | -13% | -6% | · | 9% | · | · | 24%
O=C(NCCc1ccccc1)c1nc(CS(=O)(=O)c2ccc(Cl)cc2)no1 | -8% | -13% | -6% | 0% | -6% | -13% | -14% | 4% | 1%
Cc1cccc(NC(=O)C2CCCN2C(=O)OCC(C)C)c1 (stereo unspecified) | 2%[59 µM] | -1% | -8% | 19% | 1% | -12% | -10% | 11% | 19%
COc1cc(/C=C/C(=O)OCC(=O)N(C)CC(=O)Nc2ccc(F)cc2)ccc1OC(F)F | -8%[59 µM] | 2% | -4% | 8% | · | -2% | · | · | 0%
COc1ccccc1C(=O)NC(=O)COC(=O)c1nccnc1N | · | 12% | 18µM* | · | · | -22% | · | · | 3%
CN(C)S(=O)(=O)c1ccc(NC=C(C#N)C#N)cc1 | -6%[12.7 µM] | -4% | 14% | -12% | -4% | -7% | 0% | 1% | 33%
O=C(c1ccccc1)c1ccc(C(=O)N2CCN(c3ccc(O)cc3)CC2)cc1 | · | 4% | -9% | · | · | -16% | · | · | -4%
CC(=O)N1CCCc2cc(S(=O)(=O)Nc3ccc(C)cc3C)ccc21 | -12% | 8% | -18% | ? | 5% | 1% | 7% | 4% | 161%[activator]
CC(NS(=O)(=O)c1ccccc1)C(c1cccs1)N1CCN(c2ccccc2)CC1 (stereo unspecified) | ? | 5% | -13% | -11% | -13% | -20% | 10% | -13% | 6%
O=C(CCS(=O)(=O)c1cccc2nonc12)Nc1ccc(F)cc1F | 3%[59 µM] | · | -11% | 2% | 1% | -6%[60.1 µM] | -7% | 0% | 47%[activator]
CCCCOc1ccc(C2=CSC3=NCCN23)cc1[N+](=O)[O-] | ? | -3% | -4% | -26% | -2% | -2% | -19% | 16% | 29%
COC(=O)[C@H](CCSC)NC(=O)NCc1ccc(S(N)(=O)=O)cc1 | -5% | -1% | -6% | -3% | 4% | 1% | -18% | 23% | -9%
NC(=O)c1cccnc1Oc1ccccc1 | 8% | 2% | -11% | -1% | -4% | 0% | -1% | 0% | 29%
N#CCSc1nnc(-c2ccc(S(=O)(=O)N3CCOCC3)cc2)n1CC1CCCO1 (stereo unspecified) | -31% | -6% | -12% | 4% | 2% | -18% | -8% | ? | -4%
CCOc1ccc(C(NC(=O)c2ccco2)c2ccc(OC)c(OC)c2)cc1 (stereo unspecified) | -30% | 4% | 1% | -25% | -1% | -7% | -15% | -25% | 12%
CN1C(=O)C(C)(C)c2cc(S(=O)(=O)NCC(=O)NCc3ccccc3)ccc21 | · | 0% | -4% | -3% | 2% | -24% | -4% | 34% | ?
COc1ccc(C2CC(c3ccc(C(F)(F)F)cc3)=NN2c2ccc(S(N)(=O)=O)cc2)cc1 (stereo unspecified) | · | 9% | -13% | · | · | 2% | · | · | ?
COc1cc(C(=O)N2CCN(S(=O)(=O)c3ccc(C)cc3)CC2)ccc1OCc1c(C)noc1C | 22% | -2% | -8% | -3% | 0% | -3% | -15% | 17% | -3%
Cc1[nH]nc2c1/C(=N\O)CCC2 | -2% | -8% | -6% | -25% | -7% | -8% | -4% | -20% | 24%
C=CCN1C(=O)c2ccc(C(=O)N(CC)CC(=O)Nc3ccc(OC)cc3)cc2C1=O | -4% | 17% | -13% | -5% | · | 9% | · | · | 31%[activator]
N#Cc1c(NC2CCCCC2)nc(-c2ccco2)c2c1CCCC2 | -11%[12.7 µM] | -2% | -6% | 7% | -4% | -5% | 1% | 4% | -1%
CN(CCc1ccccn1)C(=O)c1cccnc1Oc1ccccc1 | 19%[59 µM] | 0% | -18% | 0% | 0% | -3% | -1% | 0% | 44%[activator]
O=C(O)c1ccccc1C(=O)Nc1ccc(S(=O)(=O)Nc2nccs2)cc1 | -28%[59 µM] | 18% | 2% | 50µM* | 1% | -4% | 12%[29.3 µM] | · | -13%
COc1ccccc1N(CC(=O)NCc1ccccc1)S(C)(=O)=O | 0%[12.7 µM] | 0% | 0% | -1% | 2% | -15% | -12% | -21% | -4%
O=C(Nc1nc2ccc(Oc3ccccc3)cc2s1)c1cc([N+](=O)[O-])ccc1N1CCOCC1 | 16µM* | 10% | -13% | ? | -4% | -16% | -15% | 9% | 0%
CC(=O)Oc1ccc(-c2ccc(C(=O)NCCc3ccc(S(N)(=O)=O)cc3)cc2)cc1 | 71µM* | 53% | -1% | -6% | -9% | -23% | 2% | -21% | -20%

Retrieved one by one from above (two):
SMILES | G9a inh | APEX1 inh | POLH inh | BAZ2B inh | BLM helicase inh | Pol kappa inh | Apoferritin bind | POLB inh | POLI inh
C=CCN1C(=O)c2ccc(C(=O)N(CC)CC(=O)Nc3ccc(OC)cc3)cc2C1=O | -4% | 17% | -13% | -5% | · | 9% | · | · | 31%[activator]
COc1ccc(C2CC(c3ccc(C(F)(F)F)cc3)=NN2c2ccc(S(N)(=O)=O)cc2)cc1 (stereo unspecified) | · | 9% | -13% | · | · | 2% | · | · | ?

High-throughput results: PubChem, National Center for Advancing Translational Sciences (NCATS)
